Ba/F3 V617F tox: reduced viability of JAK2V617F-dependent Ba/F3 cells, primary screen, JAK2V617F inhibitor project, cell-based, Ba/F3 EpoR-JAK2V617F, luminescence; ATP luminescence; inhibition, % at 5.6 µM; hit rate 1.1% among 220,000; AID 1446, 2008;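 active = inhibition above the campaign mean plus 3 SD over all tested compounds, cut at about 24% in these data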;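 also: cytokine-independent growth of Ba/F3 cells driven by EpoR plus mutant JAK2; 0% = DMSO-treated cells and 100% = JAK inhibitor I control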
BaF3 parental: parental Ba/F3 cell viability inhibition, counter-screen for JAK2V617F inhibitor project, murine pro-B, CellTiter-Glo luminescence. CellTiter-Glo ATP luminescence. inhibition, % at 5.6 µM. hit rate 1.1% among 220,000. AID 1486, 2009;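 active = inhibition above a per-campaign cutoff, the mean inhibition of all tested compounds plus 3 SD, cut at about 27% in these data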;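 also: 0% = DMSO wells and 100% = JAK Inhibitor I control wells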
S1P4 antagonist: S1P4 receptor antagonists, primary screen, cell-based. Sphingosine 1-phosphate receptor 4 (Homo sapiens), O95977. S1P4-expressing cells, antagonist mode, reporter read-out. inhibition, % at 4.98 µM. hit rate 0.26% among 220,000. AID 1510, 2009; in the data active = inhibition above about 29%;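 also: 0% = wells stimulated with agonist and 100% = vehicle wells without agonist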
Wee1 degr inh: Wee1 degradation inhibitors, primary screen, cell-based, HeLa, Wee1K328M-luciferase, luminescence. Wee1-like protein kinase (Homo sapiens), P30291. HeLa Luc-Wee1K328M stability; 100% = proteasome inhibitor MG132 effect. reporter increase, % at 5 µM. hit rate 1.2% among 220,000. AID 1321, 2008;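 active = activation above the mean of all tested compounds plus 3 SD, set per screening run, cut at about 8.8% in these data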;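 also: cells exposed to compound for 20 h before luminescence read; 0% = DMSO alone and 100% = MG132 at 30 µM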
NPY2 pot ag: NPY-Y2 potentiators or agonists, primary screen, cell-based; cells expressing NPY-Y2, potentiator/agonist read-out; activation, % at 3.6 µM; hit rate 0.45% among 220,000; AID 1359, 2008; in the data active = activation above about 27%;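 also: cells stimulated with NPY near EC25 plus isoproterenol at EC100; 0% = vehicle plus submaximal agonist and 100% = vehicle plus saturating agonist; some results beyond the cut were filed as inactive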
PERK inhibitor: block of dimerizer-induced PERK translation repression, primary screen, PERK inhibitor project, CHO PERK-DD cells, SEAP luminescence, HTS. Eukaryotic translation initiation factor 2-alpha kinase 3 (Homo sapiens), Q9NZJ5. CHO PERK-DD fusion, SEAP luminescence translation reporter. inhibition, % at 5.6 µM. hit rate 0.17% among 220,000;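 active = inhibition above the mean inhibition of all tested compounds plus 3 SD, set separately per screening campaign, cut at about 2.9% in these data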;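 also: PERK kinase domain activated by AP20187 dimerizer at 100 nM; 0% = DMSO with dimerizer and 100% = rapamycin at 8.4 µM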
S1P4 ag: S1P4 receptor agonists, primary screen, cell-based. Sphingosine 1-phosphate receptor 4 (Homo sapiens), O95977. S1P4-expressing cell line, agonist reporter assay. activation, % at 4.98 µM. hit rate 0.35% among 220,000. AID 1509, 2009; in the data active = activation above about 11%;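 also: 0% = DMSO vehicle and 100% = reference agonist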
Mdm2 ligase inh: MDM2-luciferase reporter signal enhancers, primary screen, MDM2 E3 ligase inhibitor project, cell-based, luminescence, 1536-well; E3 ubiquitin-protein ligase Mdm2 (Homo sapiens), Q00987; cell-based MDM2 ubiquitination luciferase reporter, 2 h; 0 = plate control, 100 = twice control, blank-subtracted; signal enhancement, % at 5 µM; hit rate 0.11% among 210,000; AID 1230, 2008;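 active = signal enhancement of 30% or more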;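 also: luminescence tracks abundance of the self-degrading MDM2-luciferase fusion protein; higher signal means inhibition of MDM2 E3 ligase activity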
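Test system: mammalian cells stably expressing self-ubiquitinating, self-degrading MDM2 E3–luciferase fusion; Amount: 2000 cells in each well; Medium: DMEM; Schedule: 4 h settle plus 2 h compound, 37 °C; Technique: SteadyLite luciferase luminescence after 15 min room-temperature reagent incubation; Benchmarks: plate control and blank wells.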
eIF4E-4G inh: eIF4E–eIF4G protein interaction inhibitors, primary screen, biochemical, uHTS, TR-FRET, eIF4GI fragment; Eukaryotic translation initiation factor 4E (Mus musculus) + Eukaryotic translation …; TR-FRET eIF4E-eIF4GI(517-606) binding, 2 h; inhibition, % at 21.7 µM; hit rate 0.37% among 220,000; AID 782, 2007;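 active = inhibition above about 30%, limit read from the data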;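 also: 0% = full FRET control wells and 100% = background wells lacking eIF4GI fragment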
Starred values were filed as active, the others as inactive; / = not tested or not shown; [ ] = dose if it differs, or a comment. Compounds were not picked by outcome; overall some 4.1% were active at least once.

SMILES	Ba/F3 V617F tox	BaF3 parental	S1P4 antagonist	Wee1 degr inh	NPY2 pot ag	PERK inhibitor	S1P4 ag	Mdm2 ligase inh	eIF4E-4G inh
CN=c1scc(C)n1/N=C/c1cc(Br)c(O)c(OC)c1	2	3	1	0	-1	-0.1	1.8	-11	7
CCOC(=O)N1CCC(N2CCN(Cc3ccccc3)C(CCO)C2)CC1 (centres undefined)	-2	4	-12	-5	-1	0.4	2.7	0	-1
CC1CCN(c2nc(-c3ccccc3O)nc3ccccc23)CC1	0	1	-9	-2	9	0.9	-2.4	0	-3[fluorescence artefact?]
Cc1ccc(NC(=O)COC(=O)COc2ccc(Cl)cc2)c([N+](=O)[O-])c1	-2	6	1	1	4	0.5	2.0	7	6
O=C(N/N=C/c1cccnc1)C(=O)N1CCCCCC1	-4	2	-21	0	25	0.8	1.2	3	-4
CC(=O)c1c(O)cc(=O)n(-c2ccccc2)c1-c1ccc(Cl)cc1	-3	8	-7	1	1	0.9	1.9	-1	13
C=CCn1c(Cc2csc(N)n2)nnc1SCc1ccc(C(=O)OC)cc1	-4	-1	-1	3	5	0.2	1.2	5	-6
CCCCC(=O)NC1=NC(=O)C(C)(C)S1	5	6	-12	-2	-11	0.5	-0.5	-8	-7
S=c1[nH]nc(-c2cccnc2)n1/N=C/c1ccco1	-5	-1	-14	-3	2	0.4	2.4	-7	12
COC(=O)c1ccc(C(=O)OC)c(NC(=O)Oc2ccccc2)c1	0	2	-16	3	1	0.4	4.1	-9	-3
O=C(CN1C(=O)CC(c2ccco2)Sc2ccccc21)NCC1CCCO1 (centres undefined)	-1	3	-10	-2	-2	-0.1	-1.5	-12	2[fluorescence artefact?]
CCN1CCN(C(c2cccs2)C(C)NC(=S)Nc2cccc(C)c2C)CC1 (centres undefined)	0	1	-8	-1	2	0.5	0.6	1	-10
Cc1scc(C(=O)O)c1-c1c(C(=O)O)csc1C	-4	-2	7	1	-2	1.3	0.2	-13	-11[fluorescence artefact?]
O=C(O)/C=C/C(=O)Nc1nccs1	-1	-3	10	7	-8	1.6	2.0	-10	-7
c1ccc2cc(OCCOCCOc3ccc4ccccc4c3)ccc2c1	-5	0	7	3	-10	1.5	0.0	6	5
O=C(c1c(F)c(F)c(F)c(F)c1F)N(Cc1ccccc1)Cc1ccccc1	1	3	0	1	-3	-0.1	-1.7	11	4
COc1ccc(NC(=O)CSc2nnc(-c3ccccn3)n2-c2ccccc2)cc1OC	0	4	5	1	4	0.0	1.3	-3	-2[fluorescence artefact?]
C/C=C/C(=O)Nc1nnc(C2CCCCC2)s1	-2	-4	11	-1	-1	0.1	-2.0	-14	-1
Cc1ccc(-n2c(C)cc(C(=O)CSc3nnc4ccccn34)c2C)cc1	-4	2	-11	2	-2	-0.5	1.2	-29	1
O=C(NC(=S)Nc1ccccn1)c1cc(-c2ccccc2)nc2ccccc12	2	9	-5	3	-26	-1.4	4.1	-84	0
N#CCSCC(=O)Nc1ccc(Cl)cc1	-6	1	-6	2	7	1.2	-2.1	-11	-6
O=C(NNC(=S)NC1CCCCC1)c1ccc2c(c1)OCO2	4	6	-10	-1	3	0.5	-0.8	-4	-2
Cc1cc(=O)c2c(C)ccc(C)c2[nH]1	-1	-4	11	3	-5	1.5	1.2	/	-8
Nc1nc(SCc2ccc([N+](=O)[O-])cc2)c2ncn(C3OC(CO)C(O)C3O)c2n1 (centres undefined)	0	10	-11	-2	4	0.7	3.6	-1	0
COc1ccc(/C=C(\NC(=O)c2ccccc2)C(=O)N/N=C/c2cccnc2)cc1	-4	-2	-7	2	13	1.3	0.3	-6	0
COc1ccc(C2CC(=O)c3cnc(NC(=O)c4ccccc4OC)nc3C2)c(OC)c1 (centres undefined)	-1	2	-12	1	-12	-1.4	-0.6	-12	-26
Cc1nn(-c2ccccc2)c2[nH]c(=O)c(CNCC3CCCO3)cc12 (centres undefined)	2	7	-21	-1	10	-0.1	0.8	0	-1
CCC(=O)N/C(=N/c1nc(C)cc(C)n1)Nc1ccc(OC)cc1	1	3	-11	3	0	0.6	2.9	6	-1
COc1ccc(N/C(=C/[N+](=O)[O-])SC)cc1	0	8	-30	-1	-2	-0.7	0.2	-38	3
Cc1ccc(C=NCc2ccncc2)c(O)c1	-6	2	-13	0	10	0.9	-0.2	-8	0[fluorescence artefact?]
O=C1CCCC(O)=C1N=Nc1c(Cl)cc(Cl)cc1Cl	2	7	-5	-1	5	-0.2	-2.7	-7	2[fluorescence artefact?]
CCCC(=O)Nc1cccc(-c2cn3cccnc3n2)c1	-3	1	-20	-1	-16	-0.5	2.4	-21	3
COc1ccccc1NC(=O)COc1ccc(/C=N/NS(=O)(=O)c2ccc(C)cc2)cc1	-4	1	-33	0	-10	0.1	4.3	-18	-9
Cc1ccc(-n2nc3ccc(NC(=O)c4ccc5c(c4)OCO5)cc3n2)cc1	-2	7	-8	1	-13	2.4	-1.6	-3	-14
CC1=NN(C(=O)c2ccc(Cn3nc(C)c([N+](=O)[O-])c3C)o2)C(O)(C(F)(F)F)C1 (centres undefined)	-3	2	-10	-3	1	-0.2	-0.1	8	16[fluorescence artefact?]
COc1ccc(-c2coc3cc4oc(=O)cc(C)c4cc23)cc1F	-2	1	9	-1	0	0.8	0.1	-2	2
O=C(/C=C/c1ccccc1)NCCc1ccc2c(c1)OCCO2	-2	5	-8	1	4	0.7	-1.6	-10	0
Cc1ccc(Sc2cc(C)nc(-c3ccccn3)n2)cc1	1	-3	10	0	-13	0.3	-0.9	-8	0
O=C(CNc1cccc2ccccc12)N/N=C/C=C/c1ccco1	-1	1	-7	-1	-14	-0.2	1.5	-10	3
Cc1cc(-c2c(C)[nH]n(-c3ccc(Cl)cc3)c2=O)n[nH]1	2	5	-14	-1	2	-0.1	0.8	-11	4
COc1ccc(C(c2nnnn2Cc2ccccc2)N2CCN(c3ccccc3)CC2)cc1 (centres undefined)	4	6	-4	2	2	-0.4	-1.9	/	0[fluorescence artefact?]
COC(=O)CSc1nnc(-c2ccncc2)o1	2	4	-5	-3	0	0.5	0.4	3	-4[fluorescence artefact?]
Cc1ccc(NC(=O)N2CCCC(c3nc(-c4ccc(F)cc4)no3)C2)cc1 (centres undefined)	-1	-4	-17	2	-4	0.5	2.2	/	5
COc1ccc(-c2nnn(CC(=O)OC3CCCCC3)n2)cc1OC	3	6	2	0	-25	-0.6	-0.3	-10	-4
COc1ccc(NC(=O)CN2C(=O)c3ccccc3Sc3ccc(C(=O)N4CCOCC4)cc32)c(OC)c1	5	8	2	-1	5	0.4	-0.8	-11	2
O=C(COC(=O)/C=C/c1ccc(F)cc1)Nc1cccc(S(=O)(=O)N2CCCC2)c1	-3	3	1	2	-24	0.7	3.7	-9	2
CCCC(=O)N(c1ccc(C(=O)O)cc1)c1nc(-c2ccccc2)c(C)s1	2	6	-8	0	6	0.8	0.1	-7	2
CCn1c(=O)c([N+](=O)[O-])c(NCCCn2ccnc2)c2ccccc21	0	-1	3	1	-21	0.0	0.8	-15	-1
CCN(CC)S(=O)(=O)c1cc(C)ccc1NC(=S)Nc1cccnc1	0	7	-11	3	4	0.5	1.5	-15	-3
CC(=O)Nc1ccc(NC(=O)N2CCCCC2)cc1	-3	0	-9	0	10	0.3	1.9	-9	-1

Continuation:
SMILES	Ba/F3 V617F tox	BaF3 parental	S1P4 antagonist	Wee1 degr inh	NPY2 pot ag	PERK inhibitor	S1P4 ag	Mdm2 ligase inh	eIF4E-4G inh
O=C(Nc1ccc(Cl)c(C(F)(F)F)c1)N1CCCC(O)C1 (centres undefined)	-4	4	-2	-1	15	0.1	-1.3	9	-1[fluorescence artefact?]
CCCc1[nH]nc2c1C(C1CCCCC1)C(C#N)=C(N)O2 (centres undefined)	1	2	-8	-1	-4	-0.3	-3.5	-15	1
CC(C)Sc1nc(SCC(=O)O)c2c3c(sc2n1)COC(C)(C)C3	11	4	-7	6	-18	2.0	1.3	-7	-1
COc1ccccc1N1CC(C)(C)C(=O)N(C(=O)c2ccc(Cl)cc2)C1=S	1	1	-5	-4	11	0.3	-0.1	-8	-3
Cc1cccc(N(CC(N)=O)C2SC(=O)N(c3ccccc3)C2=O)c1 (centres undefined)	3	2	-7	0	-22	0.3	0.1	-6	-17
O=C(NC(=S)N1CCCCC1)c1csc([N+](=O)[O-])c1	-4	-1	8	1	-5	0.9	-0.2	-7	-4
CCOCCCNC(=O)NC(=O)CN1CCN(S(=O)(=O)c2ccc3c(c2)OCCO3)CC1	-2	1	-5	-1	-2	0.2	0.1	-2	0
COc1ccc(OC)c(/C=C/C(=O)OCC(=O)Nc2ccc3c(c2)OCCO3)c1	0	6	-10	2	-3	1.1	1.4	-10	1[fluorescence artefact?]
